DDE Tn6 FP inh – DD(E)-Tn6 binding inhibition, primary FP screen; P02675; 0.21% of 370,000 active; Fibrin DD(E) TRITC-Tn6 fluorescence polarization displacement; AID 720509; inhibition, % at 8.3 µM;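 active = inhibition above a per-campaign cutoff: mean of compounds within control limits plus 3 SD, cut at about 15% in these data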;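 note: 0% = median of all compound wells on the plate and 100% = blocking peptide control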
ADAM17 inh – inhibits human ADAM17 | inhibition, % at 6.95 µM | AID 720648 | 0.83% of 370,000 active | recombinant ADAM17, EDANS/DABCYL FRET peptide cleavage | P78536;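 active = inhibition above the mean of compounds lying between control limits plus 3 SD, set per campaign, cut at about 8.5% in these data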;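 note: 0% = DMSO-only wells as the low control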
ASAP1 inh – blocks human ASAP1-stimulated Arf1 GTP hydrolysis; Q9ULH1; GDP FP detection; inhibition, % at 16.5 µM; 0.19% of 360,000 active; AID 624377; in the data active = inhibition above about 25%;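 note: 0% = vehicle with enzyme and substrate and 100% = no enzyme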
Tn7 DDE FP – DD(E)-Tn7 binding inhibition, primary FP screen | P02675 | FP displacement of FITC-Tn7 peptide from fibrin DD(E); 0% = median of compound wells per plate | inhibition, % at 8.3 µM | 0.13% of 370,000 active | AID 720508;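 active = inhibition above the mean of compounds falling within the control limits plus 3 SD of them, cut at about 14% in these data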;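 note: 0% = plate median of compound wells and 100% = 10 µM Aha-Tn7 peptide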
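assay system = human clot-derived fibrin DD(E) complex | quantity = Fibrin-DD(E) at 2 µM final | timing = 10 min preincubation, 3 h with tracer, room temperature | signal = fluorescence polarization | measure = percent inhibition | benchmarks = high control wells with 10 µM unlabelled Aha-Tn7 peptide (full inhibition) | replicates = singlicate testing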
ARFGAP1 inhibitor – rat ARFGAP1 inhibition | 0.26% of 360,000 active | Arfgap1-stimulated ARF1 GTP hydrolysis, GDP FP detection | AID 651572 | Q62848 | inhibition, % at 16.5 µM;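 active = inhibition above a per-plate limit, mean inhibition of low control wells plus 3 SD, cut at about 25% in these data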;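 note: 0% = DMSO wells with enzyme and 100% = wells lacking Arfgap1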
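system = rat Arfgap1 catalytic domain, aa 1-136 | technique = FP, GDP Alexa 633 tracer displaced from anti-GDP antibody, 620/688 nm | compound = one concentration, 16.5 µM, DMSO 1.26% | medium = HEPES-based buffer, pH 7.5 | timing = compound-enzyme preincubation 20 min, reaction 120 min, detection 60 min, 25 °C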
PLCg1 inh – inhibitors of human phospholipase C gamma1; P19174; purified PLC-gamma1, fluorogenic substrate, fluorescence; inhibition, % at 12.2 µM; 0.84% of 370,000 active; in the data active = inhibition above about 9.5%
Target sequence (P19174 whole entry, looked up): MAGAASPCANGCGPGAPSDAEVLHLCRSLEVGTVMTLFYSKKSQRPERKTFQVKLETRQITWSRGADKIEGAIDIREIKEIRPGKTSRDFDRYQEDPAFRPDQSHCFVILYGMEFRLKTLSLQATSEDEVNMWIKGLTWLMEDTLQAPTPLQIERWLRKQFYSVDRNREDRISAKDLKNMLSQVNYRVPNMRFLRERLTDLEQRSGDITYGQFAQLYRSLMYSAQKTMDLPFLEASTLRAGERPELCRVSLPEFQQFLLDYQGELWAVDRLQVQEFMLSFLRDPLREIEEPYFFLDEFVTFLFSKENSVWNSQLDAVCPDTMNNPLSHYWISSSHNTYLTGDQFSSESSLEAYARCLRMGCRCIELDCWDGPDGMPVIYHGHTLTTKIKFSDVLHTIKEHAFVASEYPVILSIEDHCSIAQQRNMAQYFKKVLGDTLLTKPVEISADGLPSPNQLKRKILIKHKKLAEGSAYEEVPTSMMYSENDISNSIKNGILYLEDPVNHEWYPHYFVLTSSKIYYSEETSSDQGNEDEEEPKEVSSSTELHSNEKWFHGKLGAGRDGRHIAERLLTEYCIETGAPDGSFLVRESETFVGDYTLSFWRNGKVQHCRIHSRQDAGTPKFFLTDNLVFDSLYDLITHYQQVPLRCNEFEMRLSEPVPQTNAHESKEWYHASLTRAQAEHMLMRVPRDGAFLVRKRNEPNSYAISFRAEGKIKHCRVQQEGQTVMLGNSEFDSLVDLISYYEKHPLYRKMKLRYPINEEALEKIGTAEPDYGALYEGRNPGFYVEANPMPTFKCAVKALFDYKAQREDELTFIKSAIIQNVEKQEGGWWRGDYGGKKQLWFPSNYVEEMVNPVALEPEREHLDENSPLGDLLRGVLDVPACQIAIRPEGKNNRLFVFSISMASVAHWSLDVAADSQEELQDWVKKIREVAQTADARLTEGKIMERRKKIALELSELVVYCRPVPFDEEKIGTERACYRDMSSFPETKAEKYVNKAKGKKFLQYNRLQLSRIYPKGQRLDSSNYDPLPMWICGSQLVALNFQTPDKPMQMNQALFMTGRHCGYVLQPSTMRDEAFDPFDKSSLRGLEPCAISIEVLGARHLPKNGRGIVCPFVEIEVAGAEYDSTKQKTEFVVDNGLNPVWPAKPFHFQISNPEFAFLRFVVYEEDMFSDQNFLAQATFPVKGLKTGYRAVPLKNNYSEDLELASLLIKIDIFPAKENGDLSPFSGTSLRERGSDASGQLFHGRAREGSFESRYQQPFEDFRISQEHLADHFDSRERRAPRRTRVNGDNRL
SIAE primary – blocks human sialic acid acetylesterase; AID 1053197; Q9HAT2; inhibition, % at 9.66 µM; SIAE FP-Rh probe binding, fluorescence polarization; 0.69% of 370,000 active;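 active = inhibition above a cutoff: mean of compounds within the control limits plus 3 SD of those, cut at about 17% in these data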;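 note: 0% = plate median of compound wells and 100% = probe without SIAE protein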
PLC-beta3 inh – inhibitors of human phospholipase C beta3 | inhibition, % at 12.2 µM | 0.18% of 370,000 active | Purified PLC-beta3, fluorogenic substrate, fluorescence; in the data active = inhibition above about 11%;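 note: 0% = median of compound wells on plate and 100% = full blocker control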
TDP2 absorb – TDP2 (human) inhibition, absorbance primary screen; inhibition, % at 12.8 µM; recombinant TDP2, T5PNP hydrolysis, p-nitrophenol absorbance 415 nm; 0.34% of 370,000 active; O95551;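 active = inhibition above the mean of all tested compounds plus 3 SD, set per campaign, cut at about 25% in these data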;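 note: 0% = DMSO with enzyme and 100% = buffer with substrate but no TDP2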
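Material: recombinant human TDP2; quantity: TDP2 enzyme at 120 nM final; medium: Tris-HCl pH 7.5 with MgCl2; compound: single concentration, 12.8 µM nominal, with 1% DMSO; incubation: 2 h enzyme incubation at 37 °C; signal: epi absorbance; measure: percent inhibition; benchmarks: high control without enzyme, low control DMSO plus TDP2; repeats: singlicate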
ADAM10 inh – inhibitors of human ADAM10 | recombinant ADAM10, EDANS/DABCYL FRET peptide cleavage, 3 h | O14672 | inhibition, % at 7 µM | 0.62% of 370,000 active;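 active = inhibition above a per-campaign cutoff equal to the mean of compounds falling between control-based bounds plus 3 SD, cut at about 20% in these data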;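 note: 0% = DMSO wells while the 100% control is not disclosed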
* = called active by the depositor; x = not tested or not shown. Rows are unselected; 3.6% or so of the library scored in one or more.

SMILES | DDE Tn6 FP inh | ADAM17 inh | ASAP1 inh | Tn7 DDE FP | ARFGAP1 inhibitor | PLCg1 inh | SIAE primary | PLC-beta3 inh | TDP2 absorb | ADAM10 inh
COc1cccc(-n2c(CN3CCN(c4ccccn4)CC3)nc3ccc([N+](=O)[O-])cc3c2=O)c1 | 2 | 5 | 5 | 4 | -3 | -6 | 0 | -11 | -17 | 5
CSc1nc2nccc(-c3ccc(Oc4ccccc4)cc3)n2n1 | -3 | -14 | 1 | -3 | -13 | -49 | -10 | -72 | 1 | -31
CCOC(=O)CCCNC(=O)O[C@@H]1CC[C@@]23CCCN2C(=O)CCC[C@H]3C1 | 1 | -1 | x | -5 | x | 2 | -5 | 7 | -5 | 2
COc1ccccc1C(=O)NCC(=O)NCCCN1CCOCC1 | 5 | -2 | -4 | -1 | -3 | 0 | 4 | -3 | 4 | -10
Cc1cccc(-c2nc3c(c(SCC(=O)N4CCCC4)n2)COC(C)(C)C3)c1 | 1 | 0 | 13 | 1 | -5 | 0 | 0 | -10 | -4 | -1
Nc1cc(S(=O)(=O)Nc2ccc(Cl)cc2)ccc1N1CCOCC1 | 11 | 4 | 8 | 0 | 11 | 7 | 0 | -4 | -10 | 12
O=C(CNC(=O)c1cccc(-n2cccc2)c1)Nc1ccccc1Br | -1 | -2 | -3 | -2 | -16 | -5 | -1 | -8 | 1 | -10
O=C(Cc1csc(NC(=O)Nc2ccc(Cl)cc2)n1)NCc1cccnc1 | -6 | -4 | -6 | 0 | 4 | 0 | 4 | -10 | -8 | 0
Cc1ccc(C)c2[nH]c(=O)c(C(c3nnnn3CCc3ccccc3)N3CCOCC3)cc12 (stereo not given) | -1 | -31 | -6 | 4 | -3 | -13 | 3 | -16 | 11 | -70
COCCNC(=O)CN(C(=O)CCC(=O)Nc1ccccn1)c1ccc(C)cc1C | -1 | 1 | -7 | -5 | 9 | 1 | -3 | -2 | 1 | -7
CCCOc1cccc(C2C(C(=O)c3ccco3)=C(O)C(=O)N2CCCn2ccnc2)c1 (stereo not given) | 3 | -2 | 7 | -8 | -7 | -1 | 11 | -8 | -2 | -5
O=C(CSc1nc2ccccc2n1CC(=O)N1CCCC1)Nc1nccs1 | 6 | -1 | -8 | -3 | -7 | 2 | -4 | 1 | -11 | -4
CN(CCOc1ccccc1)C(=O)C1CCN(C(=O)c2ccc(F)cc2)CC1 | 0 | 4 | 6 | 1 | 11 | 1 | 1 | -5 | 1 | -10
O=C(Nc1cc(-c2ccccc2)[nH]n1)c1ccccc1 | -8 | 4 | -5 | -6 | 9 | 0 | -10 | -5 | -9 | -8
C/C(=N\NC(=S)NC1CCCCC1)c1c(F)cccc1F | 1 | 2 | 8 | 2 | 1 | -2 | 3 | 1 | 4 | 7
C/C(=N/NS(C)(=O)=O)c1ccc2ccccc2c1 | -4 | -9 | -13 | 5 | 2 | -1 | 2 | -1 | 4 | -9
CCOc1ccc(NC(=S)NCCCN2CCN(c3ccc(OC)cc3)CC2)cc1 | 6 | -2 | 0 | 2 | 0 | 3 | 7 | -3 | -5 | -5
COCCCC1CCN(C(=O)C2CCC(=O)N(CCCc3ccccc3)C2)CC1 (stereo not given) | 2 | -5 | 16 | 3 | 7 | 2 | 2 | 2 | 4 | -7
COCCN(C(=O)CSc1nnc(-c2ccccc2F)o1)c1c(N)n(Cc2ccccc2)c(=O)[nH]c1=O | -1 | -3 | -1 | -4 | -17 | -1 | -2 | 1 | 1 | -13
Cc1cc(S(=O)(=O)NCc2cccs2)ccc1-n1cnnn1 | 2 | -1 | 10 | 2 | 2 | 1 | 3 | 4 | 6 | -1
CC1=C(C(=O)NC(C)c2ccccc2)C2(CCC(C)CC2)OC1=O (stereo not given) | -13 | -2 | 2 | 0 | 3 | 0 | -3 | -4 | -6 | 2
O=[N+]([O-])c1ccc(N2CCN(c3ccc(F)cc3)CC2)nc1 | 3 | -3 | 0 | 2 | -3 | 3 | 5 | -3 | 0 | -1
CCOC(=O)c1c(-c2ccc(C)cc2)csc1NC(=O)CCN1CC(C)OC(C)C1 (stereo not given) | 6 | 1 | 2 | 8 | -10 | 0 | 0 | -2 | 0 | 11
COc1ccc(C(CC(=O)O)NS(=O)(=O)c2ccc3c(c2)N(C(C)=O)CC(C)O3)cc1 (stereo not given) | -9 | 2 | 7 | -11 | -2 | 8 | -9 | -5 | -19 | -2
O=C(Nc1ccc(F)cc1)c1ccc2ncsc2c1 | 3 | -4 | -3 | -5 | -6 | -1 | -5 | -6 | -10 | -8
The results go on:
SMILES | DDE Tn6 FP inh | ADAM17 inh | ASAP1 inh | Tn7 DDE FP | ARFGAP1 inhibitor | PLCg1 inh | SIAE primary | PLC-beta3 inh | TDP2 absorb | ADAM10 inh
CC(=O)Nc1ccc(NS(=O)(=O)c2ccc(-c3csc(C)n3)s2)cc1 | -2 | -2 | -2 | -6 | -8 | 0 | 0 | -1 | -6 | -1
CC(=O)Nc1ccc(S(=O)(=O)N2CCC(c3nc4c(nnn4Cc4ccccc4Cl)c(=O)[nH]3)CC2)cc1 | 3 | 4 | 9 | -4 | 17 | 3 | -8 | -3 | -2 | 12
CCOC(=O)N1CCN(C2CCCN(C(=O)c3ccccc3SC)C2)CC1 (stereo not given) | 3 | -2 | -5 | 1 | 7 | 0 | -3 | -10 | 11 | 0
COc1ccc(CCC(=O)NCCS(=O)(=O)N2CCN(c3ccccc3OC)CC2)cc1 | 1 | 1 | 4 | 6 | -4 | 1 | -4 | -6 | -6 | -5
C=CCOc1ccccc1CNn1c(C)n[nH]c1=S | -1 | -2 | 4 | 7 | -7 | -1 | 0 | 5 | -3 | -7
CC(C)(C)c1ccc(C(=O)N2CCN(C(=O)c3cccs3)CC2)cc1 | 2 | -1 | -8 | 0 | 3 | 1 | 4 | 3 | 4 | -8
Cc1nnc2n(c1=O)C(CS(=O)(=O)c1ccccc1)CS2 (stereo not given) | -4 | -2 | -4 | 3 | 0 | 1 | -1 | 1 | -3 | -2
CCOC(=O)C1=C(C)NC(C)=C(C(=O)OCC)C1C(=O)OCC(=O)NCCc1ccc(S(N)(=O)=O)cc1 | -2 | -25 | -10 | -11 | 0 | -78 | 5 | -89 | 2 | -109
COc1cccc(/C=N/Nc2nc3ccccc3n3cnnc23)c1 | 1 | 0 | 6 | -2 | 21 | 0 | -7 | -1 | 3 | -8
CC(NC(=O)CCCN1C(=O)c2ccccc2C1=O)c1ccc2c(c1)CCCC2 (stereo not given) | 6 | 0 | -7 | 2 | -3 | 3 | 8 | -3 | 5 | 0
Cc1ccc(C(=O)NC(=S)Nc2ccc(S(=O)(=O)N3CCN(C)CC3)cc2)cc1 | 3 | -1 | -15 | 4 | -4 | -1 | -5 | -3 | -9 | 2
CC(=O)c1cccc(NS(=O)(=O)c2ccc(C(=O)Nc3ccccc3)cc2)c1 | -4 | 2 | 20 | -4 | 8 | 1 | 10 | -6 | 9 | 2
CCCCCc1ccc(-c2n[nH]c(=O)c3ccccc23)cc1 | -5 | -4 | x | 5 | x | 2 | -5 | -6 | -6 | -7
COC(=O)c1c(C(=O)OC)c(-c2ccc(OC)cc2)n2c1CCC2 | 8 | -4 | 3 | 1 | 5 | 0 | -2 | -1 | -2 | -5
CC(C)COc1nc2ccccc2nc1C(C#N)C(=O)NC1CCCCC1 (stereo not given) | 7 | -1 | 10 | -3 | 3 | -2 | 3 | -5 | -11 | -1
CSc1ccccc1CNC(=O)C1(C)CCCN1CC(C)C (stereo not given) | 7 | 2 | 4 | -4 | 0 | 0 | -5 | -3 | -12 | 5
O=[N+]([O-])c1ccc(Oc2ccc(OCc3ccccc3)cc2)nc1 | -2 | 1 | 11 | -8 | 7 | 2 | -2 | -2 | -5 | -5
CCCCc1c(O)c2ccccc2n(CCCC)c1=O | 7 | -7 | 2 | -3 | -4 | -6 | 3 | -2 | -9 | -31
COC(=O)C1=C(NC(=O)c2ccc(C)cc2)CCS1 | -3 | -1 | 2 | -5 | 7 | -2 | 3 | -5 | -7 | -3
CCOc1ccc(S(=O)(=O)N2CCN(c3ccccn3)CC2)cc1 | 0 | -1 | -6 | 4 | 8 | 0 | -5 | -7 | -2 | 1
Cc1ccccc1/C=c1\s/c(=C\C(=O)C(C)(C)C)[nH]c1=O | -3 | 8 | -1 | -7 | 4 | -10 | 0 | -3 | -17 | 15
CCN1CCN(c2nc(C)nc3c2sc(=S)n3C)CC1 | -1 | 3 | -5 | 0 | 18 | 4 | 5 | 4 | 5 | -7
O=C(Nc1ccc2c(c1)OCO2)C1CC(=O)N(c2ccc3c(c2)OCCO3)C1 (stereo not given) | 8 | 0 | -5 | 8 | 1 | 0 | 3 | 5 | 12 | 1
O=C(NCc1ccccn1)NC12CC3CC(CC(C3)C1)C2 | -7 | -2 | 12 | 0 | 8 | 2 | 4 | -1 | -2 | 1
COC(=O)COc1ccc(S(=O)(=O)Nc2ccc(C(N)=O)cc2)cc1C | -7 | 1 | 3 | -6 | -3 | 3 | 0 | 3 | -11 | -2
Cc1ccc(NC(=O)CCN2C(=O)c3ccccc3C2=O)c(C)c1 | 4 | -4 | -14 | 9 | -5 | 0 | -10 | -5 | -11 | -1
CCN1CCN(c2ccc(S(=O)(=O)N3CCOCC3)cc2NC(=O)c2ccc(OCC(C)C)cc2)CC1 | 0 | -4 | 22 | 0 | -4 | -1 | -6 | -5 | -5 | -10
Cc1cc(S(=O)(=O)N2CCN(C(=O)CCC(=O)N3CCOCC3)CC2)ccc1Br | -4 | -1 | -1 | -10 | 1 | 4 | -2 | -4 | 7 | 2
Cc1ccc(C)c(OCCC(=O)OCC(=O)N2c3ccccc3NC(=O)C2(C)C)c1 | 5 | -1 | 1 | 1 | 14 | 2 | 2 | -1 | -8 | 1
CCOC(=O)Cc1cc(C)[nH]c1C(=O)OCC | 7 | -2 | -8 | 1 | 8 | 0 | -1 | -3 | -1 | 5
